# Source: PubChem (National Center for Advancing Translational Sciences (NCATS))
# Rab9 promoter act: Rab9 promoter activation. Huh7 Rab9 promoter-luciferase reporter, luminescence, 24 h. 2.8% of 320,000 active. Potency, µM (highest dose often 9.22 µM), inactives show at the top dose activation, negative = inhibition, usual class: activators; note: potency is the fitted concentration of half-maximal effect; % of control where 0% means no effect; nearly all actives have a fitted effect of over 60% in size
#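 Huh7 reporter line, Rab9 promoter upstream of luciferase. Compound exposure 24 h at 37 °C in reduced-serum medium with 10% FBS. Read-out: luminescence.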
# Tb PFK inh: blocks T. brucei phosphofructokinase; O15648; T. brucei PFK, ADP-Glo luminescence; Potency, µM (series often up to 57.5 µM), without a hit: at the highest dose activity, negative = inhibition, most hits filed as inhibitors; 0.17% of 330,000 active; AID 485367;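 note: potency is the fitted concentration of half-maximal effect; 0% = uninhibited 1x PFK enzyme wells and -100% = no-enzyme wells; nearly all actives have a fitted effect of over 60% in size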
#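 PFK 1.25 nM, F6P 0.5 mM, ATP 0.1 mM, 0.1 M TEA pH 8.0, 5 mM MgCl2, 0.01% Tween20, 0.1% BSA; 45 min RT. ADP-Glo readout. qHTS titration up to 57 uM; curves fitted, compounds curve-classed.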
# ELG1 repair inh: inhibitors of ELG1-dependent DNA repair in HEK293T cells; HEK293T ELG1-luciferase reporter, luminescence, 16 h; DNA damage induced by 5-fluorouridine; Potency, µM (highest dose often 46.1 µM), for inactives: at the top dose activity change, negative = inhibition, hits mostly inhibitors; 2.3% of 330,000 active; AID 504467; note: potency is the fitted concentration of half-maximal effect; % is set by controls: 0 for no effect and ±100 for the full control effect; nearly all actives have a fitted effect of over 55% in size
#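 HEK293T cells expressing luciferase-tagged ELG1 (2,000/well) received 5-Fluorouridine plus compound or DMSO for 16 hr at 37 °C. Luciferase was read by ONE-Glo luminescence after 30 min at room temperature.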
# NPC1 prom act: NPC1 promoter activation | AID 485313 | 2.4% of 320,000 active | Potency, µM (series often up to 9.22 µM), for the others: at the top dose activation, hits mostly activators | Huh7 NPC1 promoter luciferase reporter, 24 h;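 note: potency is the fitted concentration of half-maximal effect; % of control where 0% means no effect; nearly all actives have a fitted effect of over 60% in size; reporter is driven by a mutant NPC1 promoter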
#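 Huh7 reporter cells (NPC1 promoter driving luciferase) are dosed with compound for 24 h at 37 °C, 5% CO2; luciferase detection reagent is then added and luminescence measured after 10 min at ambient temperature.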
# ELG1 genotox: genotoxicity induction in ELG1-luciferase HEK293T cells; Potency, µM (series often up to 46 µM), without a hit: top-dose activity change, positive = activation, most hits filed as activators; AID 504466; HEK293T ELG1-luciferase reporter, luminescence, 16 h; 1.3% of 330,000 active; note: potency is the fitted concentration of half-maximal effect; % of control where 0% means no effect; nearly all actives have a fitted effect of over 60% in size
#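 Cells (2,000/well) expressing the ELG1-luciferase fusion are dosed by pin tool and kept 16 hr at 37 °C, 5% CO2. Signal comes from ONE-Glo luciferase reagent after 30 min at room temperature.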
# Gal4-VP16 FLuc: counter-screen for ROR gamma inhibitors: Gal4-VP16 reporter | Drosophila S2 Gal4-VP16 UAS-luciferase, luminescence, 20 h | AID 2546 | 3.5% of 310,000 active | Potency, µM (highest dose often 53.6 µM), for inactives: at the highest dose activity, negative = inhibition, usual class: inhibitors;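 note: Gal4-VP16 expression switched on by copper sulfate through the metallothionein promoter; potency is the fitted concentration of half-maximal effect; % is set by controls: 0 for no effect and ±100 for the full control effect; nearly all actives have a fitted effect of over 50% in size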
# TRPV1 ag: agonists of human vanilloid receptor 1 (TRPV1). 0.19% of 320,000 active. TRPV1-expressing cells, Fluo-8 calcium influx, agonist mode. activation, % at 8.33 µM; in the data active = activation above about 80%; inconclusive = between about 30% and that limit; note: 0% is about no effect
#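 Fluo-8 calcium influx in TRPV1-expressing cells, kinetic read (ex 480/em 520 nm). Compound added and read 3 min for agonist activity, followed by capsaicin at EC20 final and 2 min further read for enhancement.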
# BRCA1 expr up: activators of BRCA1 expression. MCF7-BRCA1-FFLuc reporter, luminescence, 48 h; response scale: scaled: vehicle 0%, 10 µM genistein 100%. Potency, µM (titrated, usually from 46.1 µM), for the others: at the highest dose activation, hits mostly activators. 1.1% of 380,000 active; note: potency is the fitted concentration of half-maximal effect; nearly all actives have a fitted effect of over 80% in size; some results filed as inactive show a strong effect at the top dose
#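 Compounds are tested at multiple concentrations on MCF7 BRCA1-luciferase reporter cells seeded at 2000 per well; after 48 h, a single luminescence end-point is taken and curves fitted to the normalized data.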
# FLuc counter: firefly luciferase modulation, counter-screen for miR-21 project. purified FLuc, Km substrates, luminescence inhibition. Potency, µM (series often up to 57.5 µM), for inactives: top-dose activity change, negative = inhibition, hits mostly inhibitors. 6.9% of 360,000 active;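 note: potency is the fitted concentration of half-maximal effect; plate controls were vehicle for no effect and reference inhibitor for full effect; nearly all actives have a fitted effect of over 55% in size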
# Target sequence (P08659 whole entry, looked up): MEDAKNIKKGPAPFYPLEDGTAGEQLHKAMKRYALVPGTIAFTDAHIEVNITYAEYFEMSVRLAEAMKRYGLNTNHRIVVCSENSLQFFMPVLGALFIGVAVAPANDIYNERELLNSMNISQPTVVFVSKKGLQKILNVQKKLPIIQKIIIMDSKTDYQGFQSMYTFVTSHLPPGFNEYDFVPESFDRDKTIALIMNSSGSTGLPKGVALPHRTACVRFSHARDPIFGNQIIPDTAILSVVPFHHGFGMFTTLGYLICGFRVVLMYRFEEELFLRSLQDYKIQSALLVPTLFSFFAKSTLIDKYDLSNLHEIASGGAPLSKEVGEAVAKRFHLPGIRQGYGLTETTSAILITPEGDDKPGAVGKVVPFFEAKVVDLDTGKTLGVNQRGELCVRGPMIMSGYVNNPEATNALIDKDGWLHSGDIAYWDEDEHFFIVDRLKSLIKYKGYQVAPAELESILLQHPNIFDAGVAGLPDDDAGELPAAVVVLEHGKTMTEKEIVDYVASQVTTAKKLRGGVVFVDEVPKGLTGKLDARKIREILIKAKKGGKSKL
#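 Biochemical qHTS of compounds, final roughly 60 µM downward over six points, against 10 nM purified firefly luciferase using Km concentrations of substrates (10 uM D-luciferin, 10 uM ATP) in Tris acetate pH 7.5 buffer; luminescence output.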
# RORg inh: ROR gamma (mouse) transcription inhibition. AID 2551. 5.4% of 310,000 active. Potency, µM (top dose mostly 53.6 µM), for the others: top-dose activity change, negative = inhibition, hits mostly inhibitors. Drosophila S2 Gal4-RORgamma UAS-luciferase reporter, 20 h. P51450; note: potency is the fitted concentration of half-maximal effect; % is set by controls: 0 for no effect and ±100 for the full control effect; nearly all actives have a fitted effect of over 60% in size
# Target sequence (P51450 whole entry, looked up, the tested form may be a part): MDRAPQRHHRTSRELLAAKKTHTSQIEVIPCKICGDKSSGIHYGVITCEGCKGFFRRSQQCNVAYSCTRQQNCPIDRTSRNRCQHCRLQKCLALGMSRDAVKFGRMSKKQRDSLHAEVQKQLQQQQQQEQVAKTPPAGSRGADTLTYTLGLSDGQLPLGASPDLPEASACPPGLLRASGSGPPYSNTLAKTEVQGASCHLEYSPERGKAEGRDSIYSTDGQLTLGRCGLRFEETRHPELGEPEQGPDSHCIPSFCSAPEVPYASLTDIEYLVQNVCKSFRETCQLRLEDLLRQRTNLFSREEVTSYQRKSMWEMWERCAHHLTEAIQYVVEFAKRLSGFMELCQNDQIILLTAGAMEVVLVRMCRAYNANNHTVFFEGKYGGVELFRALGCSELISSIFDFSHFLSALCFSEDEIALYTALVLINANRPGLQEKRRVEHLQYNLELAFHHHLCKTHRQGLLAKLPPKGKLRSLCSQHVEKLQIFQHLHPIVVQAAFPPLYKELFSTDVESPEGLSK
#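 Luciferase reporter read in Schneider cells carrying Gal4-RORγ (mouse) and UAS-Photinus luciferase; cells given compound 1 h before 700 uM copper sulfate induction, then incubated 20 h at ambient temperature.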
# p53 reactivation: mutant p53 re-activation in reporter cells; H1299 p53-A138V BP100-luciferase reporter, luminescence, 24 h; Potency, µM (titrated, usually from 92.2 µM), without a hit: at the top dose activity change, positive = activation, most hits filed as activators; 0.063% of 320,000 active; AID 504706; note: potency is the fitted concentration of half-maximal effect; % of control where 0% means no effect; nearly all actives have a fitted effect of over 45% in size
#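 H1299 (p53-null), stable ts p53-A138V + BP100-Luc; 1000 cells/well, Opti-MEM/10% FBS; cpd 4 pt, 1:5; 24 h, 37 deg C, 5% CO2; detection reagent 10 min RT; luminescence.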
# The depositor's hits bear a star; ? = inconclusive; . = no result given; & = joins results of further samples; [ ] = another dose, or the depositor's remark. Unless noted, calls come from the whole dose curve; as a rule, active = well fitted curve in the direction sought with a large enough effect; inconclusive = small, poorly fitted or top-dose-only effect, or another doubt; inactive = no such curve, though single readings can be large; an effect the other way counts as inactive or inconclusive. Compounds as they come; about 15% have a hit in one of these screens.
cpd	smiles	Rab9 promoter act	Tb PFK inh	ELG1 repair inh	NPC1 prom act	ELG1 genotox	Gal4-VP16 FLuc	TRPV1 ag	BRCA1 expr up	FLuc counter	RORg inh	p53 reactivation
1	Cc1nc2ccccn2c1-c1csc(Nc2cccc(C(=O)O)c2)n1	11%	16%	1%	1%	0%	4%	-1	18%	?	0%	3%
2	O=S(=O)(NC1CCCC1)c1ccc(S(=O)(=O)N2CCc3ccccc32)cc1	-9%	-2%	0%	-2%	2%	-2%	28	-68%	1%	?	0%
3	COc1ccc(NC(=O)Cn2c(=O)oc3cc(Cl)ccc32)c(OC)c1	-2%	0%	0%	1%	-1%	-8%	6	-10%	-1%&1%	44%	-2%
4	NC(=O)c1ccc(NC(=O)Cn2c(=O)n(-c3ccccc3)c(=O)c3oc4ccccc4c32)cc1	-4%	3%	6%	-3%	-4%	-3%	1	0%	2%	-13%	2%
5	CC(Oc1ccc(C(C)(C)C)cc1)C(=O)NC1CC(C)(C)NC(C)(C)C1 (centres undefined)	-1%	0%	22%	-2%	-1%	6%	3	-12%	-1%	-2%	?
6	Cc1[nH]c2ccccc2c1/C=N/NC(=O)c1cccc(S(=O)(=O)Nc2ccccc2Cl)c1	-3%	6%	-12%	-2%	-1%	8%	4	-20%	-11%	-1%	-11%
7	Cc1ccc(NC(=O)CCC(=O)n2nc(C)cc2C)c(C)c1	-1%	-7%	21%	1%	-1%	2%	0	7%	4%	-11%	2%
8	CC(C)C(C(=O)NCC1CCCO1)N(CC1CCCO1)C(=O)CNS(=O)(=O)c1ccccc1 (centres undefined)	3%	0%	5%	-3%	0%	8%	-1	10%	-3%	-9%	2%
9	CC[C@@]12C(=O)N(c3ccccc3)C(=O)N1[C@H](c1ccc(OC)cc1)[C@@H]1C(=O)N(C(C)(C)C)C(=O)[C@@H]12	3%	0%	?	0%	-2%	.	-1	0%	-3%	.	-5%
10	O=c1[nH]c2ccccc2n1CCCSCCCn1c(=O)[nH]c2ccccc21	-1%	-3%	?	5%	-27%	?	-4	-77%	-1%	?	-6%
11	O=C(O)Cn1cc(C(=S)N2CCOCC2)c2ccccc21	-2%	-10%	16%	0%	0%	0%	1	1%	-6%	-15%	-5%
12	O=C(NCCCN1CCCCC1)C1CCN(c2ncnc3c2nc2n3CCCCC2)CC1	-1%	2%	-2%	0%	0%	-1%	0	0%	-3%	-9%	-2%
13	CCN(CC)S(=O)(=O)c1ccc2c(c1)nc(CCC(=O)O)n2C	-1%	3%	6%	-4%	1%	1%	-3	1%	1%	-10%	1%
14	CCOC(=O)c1ccc(NC2OC(=O)c3ccccc32)cc1 (centres undefined)	-5%	0%	26%	8%	14%	-5%[0.365 µM]	-3	33%	0%	?	6%
15	CCOc1ccc(C2=[N+]([O-])C(C)(C)N(O)C2(C)C)cc1	4%	1%	9%	-5%	4%	1%	1	75%	-1%	-8%	8%
16	COc1ccc(/C=N/N=C2/NC(=O)C(CC(=O)NC(C)C)S2)cc1 (centres undefined)	-9%	0%	16%	-1%	3%	-9%	6	-5%	-8%	-22%	-1%
17	CCNc1nc(NC(C)C)nc(N(C)C#N)n1	1%	-4%	?	-3%	4%	5%	-2	1%	0%	3%	-7%
18	COc1ccc(C(CNC(=O)c2cccc(S(=O)(=O)Nc3ccccc3OC)c2)N2CCCC2)cc1 (centres undefined)	-1%	0%	-5%	1%	-6%	.	1	-24%	-8%	.	7%
19	N#Cc1ccc(N2CCCNCC2)nc1	-1%	1%	-12%	0%	0%	3%	-5	-5%	0%	1%	-4%
20	O=C(O)c1cc(N=Cc2c(O)c3ccccc3oc2=O)ccc1O	-5%	5%	0%	-3%	-7%	4%	-3	-33%	7.6µM*	-6%	-1%
21	Cn1c(=O)c2cc(S(=O)(=O)NCCC(=O)N3CC=C(c4ccccc4)CC3)ccc2n(C)c1=O	3%	11%[0.46 µM]	?	-1%	1%	-4%	2	-31%	5%	26%	-5%
22	COC(=O)c1cccnc1-n1c(=O)c2cccnc2n(Cc2ccc(Cl)cc2)c1=O	3%	-8%	-15%	-4%	-2%	0%	0	-10%	3%	14%	-25%
23	CCOC(=O)C1CCN(C(=O)/C=C/c2ccc(S(=O)(=O)N3CCOCC3)cc2)CC1	.	0%	-24%	.	-2%	.	.	-7%	.	.	-2%
24	COc1ccc(C(=O)Nc2ccc3c(c2)C(=O)NC3=O)cc1	7%	-5%	?	-1%	?	-13%	?	-1%	1%	-19%	.
25	COc1ccccc1N1CC(C(=O)Nc2nc(C)cs2)CC1=O (centres undefined)	-3%	3%	22%	-4%	0%	.	-1	-10%	-2%	.	5%
26	O=c1c2ccccc2ncn1CCCSc1ccccc1	7%	1%	22%	3%	1%	?	.	42%	-15%	?	1%
27	O=C(Nc1cc(C(F)(F)F)ccc1N1CCOCC1)c1ccc[n+]([O-])c1	-2%	2%	0%	-3%	2%	0%	-2	-7%	-1%	0%	-1%
28	CN(C)c1ccc(/C=C/C#N)cc1	-2%	-3%	12%	-5%	4%	-11%	6	2%	?	2%	2%
29	Cc1ccc(SCC(=O)NC(=O)NC2CCCC2)c(C)c1	1%	-2%	-2%	-5%	-2%	.	4	-9%	11%	.	13%
30	C=CCNC(=O)CC(=O)N/N=C/c1ccc(C(=O)OC)cc1	-2%	-4%	1%	-1%	0%	-11%	1	-1%	-2%	16%	-2%

# The list goes on:
cpd	smiles	Rab9 promoter act	Tb PFK inh	ELG1 repair inh	NPC1 prom act	ELG1 genotox	Gal4-VP16 FLuc	TRPV1 ag	BRCA1 expr up	FLuc counter	RORg inh	p53 reactivation
31	CCOC(=O)NC(O)C(=O)c1ccc(F)cc1 (centres undefined)	1%	-3%	2%	-4%	-14%	2%	2	1%	-1%	-9%	-1%
32	COc1ccc(-n2cc(CN(C)C(C)c3ccncn3)c(-c3cccc(F)c3)n2)cc1 (centres undefined)	-1%	-3%	?	-6%	-13%	-14%	19	-7%	?	-33%	-1%
33	Cc1cccc2c(=O)c(C(=O)NCCCN3CCOCC3)c[nH]c12	-2%	0%	11%	0%	1%	-13%	2	5%	4%	11%	-6%
34	COc1ccc(NC(=O)COc2ccccc2F)cc1S(=O)(=O)N1CCCCC1	1%	0%	0%	0%	-8%	2%	0	-23%	0%	-1%	?
35	COC(=O)c1cc2c(s1)-c1ccc(OC)cc1CC2	?	-11%	?	15%	?	-5%	10	-17%	9.5µM*	11%	16%
36	CCc1nn(CC(=O)N2CCN(CC)CC2)c(=O)c2cccn12	3%	4%	4%	-1%	4%	-11%	2	8%	-1%	-13%	.
37	O=C(Cn1cc2c(n1)CCCC2)NCCCN1CCN(Cc2ccccc2)CC1	0%	3%	5%	2%	4%	6%	5	0%	3%	2%	4%
38	CSc1ncc(C(=O)NCCCc2ccccc2)c(C)n1	4%	4%	30%	5%	1%	22%	-5	10%	-5%	?	-1%
39	O=c1c2ccccc2c(-c2ccccc2)nn1Cc1c(Cl)cccc1Cl	0%	0%	11%	-2%	-2%	-6%	29	-27%	5%	3%	-10%
40	CCOc1cc(C2NN=C(c3ccc(C)cc3)S2)ccc1O (centres undefined)	3.5µM*	12%	?	3.2µM*	?	14µM*	7	?	5.4µM*	1.1µM*	?
41	Cc1cccc(C)c1OCC(O)CNS(=O)(=O)c1ccccc1C(=O)N1CCOCC1 (centres undefined)	0%	-3%	?	1%	-2%	-3%	-2	-2%	2%	-4%	-8%
42	Cc1cc(=O)oc2c(C(=O)c3ccccc3)c(OCC(N)=O)ccc12	-7%	5%	-8%	-2%	-2%	0%	0	0%	-1%	8%	0%
43	COc1ccccc1C(=O)OCC(=O)NC12CC3CC(CC(C3)C1)C2	-2%	-2%	?	0%	-1%	.	22	-4%	-1%	.	9%
44	CCCNC(=O)C1CC(=O)N(c2ccc(OCc3ccc(F)cc3)cc2)C1 (centres undefined)	0.89µM*	0%	?	0.63µM*	6.5µM*	-3%	3	?	4.8µM*	-2%	?

# Compound profiles (already shown). Screens in order: Rab9 promoter act	Tb PFK inh	ELG1 repair inh	NPC1 prom act	ELG1 genotox	Gal4-VP16 FLuc	TRPV1 ag	BRCA1 expr up	FLuc counter	RORg inh	p53 reactivation
# CSc1ncc(C(=O)NCCCc2ccccc2)c(C)n1 is listed as 4%	4%	30%	5%	1%	22%	-5	10%	-5%	?	-1%
# O=c1c2ccccc2c(-c2ccccc2)nn1Cc1c(Cl)cccc1Cl is listed as 0%	0%	11%	-2%	-2%	-6%	29	-27%	5%	3%	-10%
# O=C(Cn1cc2c(n1)CCCC2)NCCCN1CCN(Cc2ccccc2)CC1 is listed as 0%	3%	5%	2%	4%	6%	5	0%	3%	2%	4%
